TcdB inh = inhibitors of Clostridioides difficile toxin B glycohydrolase | P18177 | TcdB glycohydrolase enzymatic assay, plate reader | inhibition, % at 9.99 µM | 350,000 tested, 0.24% active | AID 652162; in the data active = inhibition above about 10%
PfHsp40 rescue = compounds rescuing yeast from Plasmodium falciparum HSP40 toxicity; S. cerevisiae expressing PfHsp40, growth rescue, ATP luminescence; 340,000 tested, 0.68% active; AID 504582; growth rescue, % at 12.5 µM; in the data active = growth rescue above about 28%, passing the limit was not always enough;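 also: yeast W303a lacking pdr1 and pdr3 grown in galactose medium; growth measured after three days at 30 °C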
Yp Topo-I inh = blocks Yersinia pestis topoisomerase I activity | Y. pestis Topo-I cleavage product accumulation, plate reader | activity, % at 10 µM | 360,000 tested, 0.064% active; in the data active = activity above about 50%, passing the limit was not always enough; also: inactives centre near 2
UGM FP inh = Mtb UDP-galactopyranose mutase inhibition | 320,000 tested, 0.06% active | purified UGM, fluorescence polarization probe displacement | P9WIQ1 | inhibition, % at 10 µM; in the data active = inhibition above about 10%, passing the limit was not always enough
Target sequence (P9WIQ1 whole entry, looked up): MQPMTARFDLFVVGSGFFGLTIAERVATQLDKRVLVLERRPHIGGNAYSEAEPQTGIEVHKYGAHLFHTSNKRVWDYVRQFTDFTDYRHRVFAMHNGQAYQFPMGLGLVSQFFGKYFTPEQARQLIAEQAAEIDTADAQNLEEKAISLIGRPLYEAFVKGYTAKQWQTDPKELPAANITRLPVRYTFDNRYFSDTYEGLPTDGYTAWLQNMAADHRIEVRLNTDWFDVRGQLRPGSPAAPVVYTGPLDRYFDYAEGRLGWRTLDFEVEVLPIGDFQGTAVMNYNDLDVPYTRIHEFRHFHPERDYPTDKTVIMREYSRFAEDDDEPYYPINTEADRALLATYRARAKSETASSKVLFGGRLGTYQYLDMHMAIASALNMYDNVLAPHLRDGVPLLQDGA
BH1578 lux ind = inducers of Vibrio cholerae quorum light production without autoinducers; V. cholerae BH1578 lux reporter, luminescence, 6 h; 350,000 tested, 0.16% active; activation, % at 18.7 µM; in the data active = activation mostly above about 9.7%, no sharp cut-off; also: not every result past the cut was called active; inactives centre near 0; reference of the scale not given here
FadD28 binding = inhibitors of Mycobacterium tuberculosis FadD28 bisubstrate binding; FadD28 bisubstrate probe binding, fluorescence polarization; inhibition, % at 12.5 µM; 360,000 tested, 0.22% active; in the data active = inhibition above about 8.5%, passing the limit was not always enough
Mtb BioA inh = inhibitors of Mycobacterium tuberculosis BioA enzyme; 360,000 tested, 0.096% active; inhibition, % at 9.99 µM; purified M. tuberculosis BioA enzyme, plate reader; in the data active = inhibition above about 40%
Mtb FBA inh = Mtb fructose-bisphosphate aldolase inhibition | purified M. tuberculosis FBA, fluorescence read-out | P9WQA3 | inhibition, % at 1 µM | 360,000 tested, 2.3% active; in the data active = inhibition above about 27%;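 also: 0% = vehicle and 100% = reference inhibitor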
Target sequence (P9WQA3 whole entry, looked up): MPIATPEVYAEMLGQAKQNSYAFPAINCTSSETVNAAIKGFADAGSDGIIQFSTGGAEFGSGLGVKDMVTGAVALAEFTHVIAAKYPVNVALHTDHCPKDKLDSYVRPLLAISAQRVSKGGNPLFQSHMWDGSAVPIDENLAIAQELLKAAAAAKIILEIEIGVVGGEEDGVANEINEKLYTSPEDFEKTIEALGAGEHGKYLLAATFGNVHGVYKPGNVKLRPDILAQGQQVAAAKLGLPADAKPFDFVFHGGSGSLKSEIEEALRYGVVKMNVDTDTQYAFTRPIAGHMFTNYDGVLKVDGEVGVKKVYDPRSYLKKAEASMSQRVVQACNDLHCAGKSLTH
GDH-TPI inh = counter-screen for M. tuberculosis FBA inhibitors: GDH-TPI coupled enzymes; GDH-TPI coupled enzyme counterscreen, NADH absorbance; inhibition, % at 4.8 µM; 360,000 tested, 1.2% active; AID 588335; in the data active = inhibition above about 30%;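 also: 0% = DMSO wells and 100% = wells lacking the enzyme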
* = called active by the depositor; i = inactive; . = no result given.

Every second line gives: TcdB inh | Mtb FBA inh | FadD28 binding | PfHsp40 rescue | UGM FP inh | BH1578 lux ind | Yp Topo-I inh | Mtb BioA inh | GDH-TPI inh
OCCN1CCN(C(=S)NC2CCCC2)CC1
  0.3 | -7 | -3.2 | -1.2 | -2.7 | i | 0 | . | 4
COc1ccc(C(=O)NCCOc2ccccc2)cc1S(=O)(=O)N1CCOCC1
  -0.4 | -2 | 1.8 | -0.3 | 0.1 | i | 0 | 0.0 | 1
CCOC(=O)c1sc(NC(=O)CNCc2ccccn2)c(C(=O)OCC)c1C
  0.1 | -2 | -2.3 | 0.2 | 0.8 | -2.2 | 3 | . | 8
CCOC(=O)C1=C(CC)Nc2ccccc2N/C1=N\S(=O)(=O)c1cc(Br)ccc1Br
  0.2 | 8 | -4.9 | 3.7 | . | i | 3 | 2.8 | 5
COc1ccc(CNC(=O)C2CCN(C(=O)N3CCOc4ccc(C)cc43)CC2)cc1
  . | 0 | -2.8 | -0.4 | -1.1 | . | 20 | -0.7 | 3
CC(Sc1nc(O)c(-c2ccccc2)c(=O)[nH]1)C(=O)Nc1ccc(Cl)cc1 (centres undefined)
  -2.2 | 1 | -2.3 | -1.7 | 1.4 | 0.6 | -1 | . | 9
CC(Sc1nc2ccccc2s1)C(=O)Nc1ccc2c(c1)OCO2 (centres undefined)
  . | 5 | 0.2 | -1.4 | 0.6 | i | -4 | . | -1
CCn1c2ccc(C)cc2c2n[nH]c(=S)nc21
  -3.1 | 3 | -2.5 | 2.3 | -0.4 | -0.4 | -2 | 5.3 | 20
Cc1cccnc1C(NC(=O)C1CCN(Cc2ccc(Cl)c(Cl)c2)CC1)c1ccc(Cl)cc1 (centres undefined)
  0.7 | -1 | -4.4 | . | . | -0.4 | 36 | -1.7 | -6
CC(C)Cn1c(N)c(C(=O)COC(=O)c2ccccc2F)c(=O)n(C)c1=O
  1.0 | 1 | -1.9 | 0.4 | -0.6 | i | 7 | . | -3
Cc1onc(-c2ccccc2)c1C(=O)OCC(=O)Nc1ccccc1Cl
  -0.5 | 1 | -2.2 | . | . | 4.0 | 11 | -1.2 | 9
CCOC(=O)N1CCC(NC(=O)c2cc(C(=O)Nc3cccc(OC)c3)ccc2CO)CC1
  . | -6 | 1.2 | 0.5 | 0.8 | i | -5 | 0.4 | 17
CC1=CC(C)(C)N(S(=O)(=O)c2ccc(C)cc2)c2ccc(C)cc21
  . | -1 | -4.1 | 165* | -0.7 | -3.3 | 21 | 0.4 | -8
Cc1cc(C(=O)NNC(C)Cc2ccccc2)no1 (centres undefined)
  0.2 | -2 | -0.2 | . | . | i | 7 | -0.5 | 6
Cc1ccccc1NC(=S)N1CCN(c2ccccc2C)CC1
  0.8 | 2 | -0.7 | 1.5 | -1.1 | -0.2 | 1 | -1.7 | 11
CC(=O)Nc1ccc(S(=O)(=O)N(C)CC(=O)OCC(=O)Nc2ccc3c(c2)OCO3)cc1
  . | 0 | 1.1 | -1.4 | -0.8 | -0.2 | 2 | 12 | -2
C/C(=N\Nc1cccc(C(=O)O)c1)c1cc2ccccc2o1
  -2.3 | -2 | -0.4 | 0.9 | -2.1 | -0.2 | -13 | . | 48*
Cc1ccc(-c2noc(CSc3nnc(Cc4cccs4)n3-c3ccccc3)n2)cc1
  1.1 | -2 | -3.2 | 1.3 | 8.2 | . | 31 | 0.0 | -2
C[C@H]1COC(=O)[C@@H](Cc2ccc(F)cc2)C/C=C\C[C@H](CC(=O)NCCO)C(=O)N1
  1.3 | -1 | -0.3 | -1.0 | 3.4 | 0.0 | 3 | 0.8 | 3
O=c1nc2s/c(=C\c3ccco3)c(=O)n2nc1Cc1ccccc1
  . | 2 | 3.3 | 0.7 | 1.4 | i | -2 | 0.1 | -6
O=C(CN(C(=O)CCC(=O)Nc1ccccn1)c1ccc2c(c1)OCCO2)NCCc1ccccc1
  . | 0 | -0.5 | -1.3 | 4.4 | i | 18 | 0.2 | 6
CCOc1cc(C#N)ccc1OCC(=O)N1CCc2ccccc2C1
  1.1 | -3 | -3.4 | 0.2 | -2.4 | i | -3 | 3.4 | -15
Cc1nn(-c2ccccc2)c(C)c1C=O
  0.7 | 3 | 0.4 | . | -1.5 | -0.6 | -4 | -1.9 | 8
N=c1c2c(n(Cc3ccc(Cl)cc3Cl)c3c1CCC3)CCCC2
  . | 1 | -2.0 | 0.1 | -2.8 | -0.2 | 10 | . | 4
NC(=O)NCCN1CCN(c2ncc(C(F)(F)F)cc2Cl)CC1
  0.3 | 3 | -1.4 | -0.7 | 1.5 | 0.6 | 6 | . | 8
COc1cccc(-n2cc(CN(C)Cc3nc(Cc4ccccc4)no3)cn2)c1
  0.8 | 2 | 0.3 | 1.4 | 3.0 | -0.2 | -11 | . | 3
Cc1ccc(S(=O)(=O)N(C)C[C@@H]2Oc3ccc(NS(C)(=O)=O)cc3CC(=O)N([C@H](C)CO)C[C@@H]2C)cc1
  4.6 | 3 | -1.2 | 0.9 | 3.2 | 0.3 | 22 | -1.5 | 12
COc1ccc(C(=O)O)cc1S(N)(=O)=O
  1.0 | -5 | -3.6 | 0.0 | 2.9 | -0.3 | -9 | -2.1 | 4
O=C(COC(=O)CNC(=O)C1CCCCC1)Nc1ccccc1
  0.6 | 3 | 0.3 | . | -0.3 | -0.5 | 7 | -0.4 | 6
CC(NC(=O)COC(=O)CC(c1ccccc1)c1ccccc1)c1ccccc1 (centres undefined)
  1.3 | 0 | -4.9 | 6.9 | 4.5 | i | 34 | . | -2
O=C(NCCc1ccccc1)c1cccc2c1C(=O)N(C1CCCCC1)C2
  1.6 | -3 | -3.5 | -0.7 | -2.1 | i | -6 | 0.0 | -8
CCOc1ccc(NC(=O)C(C)NC(=O)c2ccccc2Cl)cc1S(=O)(=O)N1CCCC1 (centres undefined)
  0.0 | 3 | -1.5 | -0.5 | 0.5 | -5.7 | 1 | -4.6 | 7
COc1ccc(OC)c(NC(=O)C(=O)NCc2ccncc2)c1
  0.7 | -1 | -0.8 | -0.6 | 0.3 | i | 5 | 0.1 | 8
O=C(O)c1ccccc1-n1c2ccccc2c2ccccc21
  -1.2 | 4 | -0.3 | 2.8 | 0.8 | -0.2 | 3 | -0.9 | 3
CC(=O)n1cc([C@H]2C=C(C(N)=O)O[C@@H](OCc3ccc(CO)cc3)C2)c2ccccc21
  . | 1 | -6.3 | -0.7 | 4.2 | -5.0 | 18 | 2.1 | 10
CCCNC(=O)c1ccc2c(=O)c(O)c(-c3cccc(Br)c3)[nH]c2c1
  1.1 | 2 | -3.1 | 182* | -0.6 | i | -7 | -1.5 | 7
Oc1ccc(Br)cc1-c1cc(-c2ccc(Cl)cc2)n[nH]1
  . | -1 | -8.0 | 2.5 | -2.9 | 3.4 | -2 | . | 0
CC1CN=C(NCc2ccccc2Cl)S1 (centres undefined)
  -5.7 | 1 | -2.7 | -1.0 | 1.9 | i | -13 | 0.0 | -5
COc1ccc(C2C(C(=O)N3CCN(c4ccccn4)CC3)CCC(=O)N2c2ccc(OC)cc2)cc1 (centres undefined)
  0.5 | 11 | -3.0 | 0.3 | 1.0 | i | 9 | . | 12
CCOc1ccc(C(C)=O)cc1CN1c2ccc(S(N)(=O)=O)cc2CC1C (centres undefined)
  2.3 | -2 | -2.2 | 1.3 | 2.7 | -3.8 | 10 | 16 | 10
CCOC(=O)N1CCN(C(=O)CSc2nnc(Cn3c(=O)sc4ccccc43)n2C)CC1
  1.1 | -2 | -3.6 | -0.8 | -0.4 | -0.4 | 2 | 0.1 | -5
COc1ccc(/C=N/NC(=O)c2cc(C34CC5CC(CC(C5)C3)C4)[nH]n2)cc1O
  . | -1 | -1.2 | 0.5 | -0.9 | -5.3 | 15 | . | 25
CCOC(=O)/C=c1\s/c(=C\c2ccc(C#N)cc2)c(=O)n1CC(=O)NCc1ccco1
  0.7 | -2 | -0.9 | -0.4 | 0.0 | -0.2 | 6 | . | 2
CN1CCCN(C(=O)c2cccc(Br)c2)CC1
  0.0 | 1 | 0.5 | -0.3 | 0.4 | i | -9 | 1.2 | -3
S=C(NCc1ccccn1)Nc1ccc(Cl)cc1
  . | 1 | -1.8 | 0.7 | 0.6 | i | -5 | 0.8 | -4
CCC(=O)C1CCCN(C(=O)c2ccc(OC)c(OC3CCN(C(C)=O)CC3)c2)C1 (centres undefined)
  1.5 | -2 | -2.5 | -1.0 | -1.2 | i | -6 | 1.3 | -1
COc1ccc(CCN(C)c2ccc(S(=O)(=O)N3CCCC3)cc2[N+](=O)[O-])cc1OC
  1.1 | -1 | -1.7 | 1.6 | -2.8 | i | -2 | -0.2 | 7
Cc1c(C(=O)NCc2ccco2)oc2c(Cl)cccc12
  0.6 | 0 | . | -0.5 | 2.0 | -3.1 | 14 | -0.5 | 2
CSc1ncc(Cl)c(C(=O)Nc2ccccc2C)n1
  1.8 | 3 | -2.0 | -1.3 | 1.4 | i | -1 | -2.5 | 4
O=C1C=C(c2ccc(F)nc2)C[C@@H](c2ccc3c(c2)OCO3)C1
  -0.1 | 1 | -2.9 | 0.1 | 5.9 | 13 | 4 | 1.3 | 2
CC(C)c1c(C(=O)N/N=C/c2ccncc2)nnn1-c1nonc1N
  -0.3 | -2 | -4.1 | -2.8 | -1.0 | i | -3 | 5.8 | -7
O=C(O)c1ccc(NNC(=S)Nc2cc(C(F)(F)F)ccc2Cl)cc1
  0.6 | -1 | 6.8 | -0.2 | -2.0 | -2.2 | -4 | -0.9 | 4
COc1ccccc1N1CCN(C(c2ccccn2)c2nnnn2C2CCCCC2)CC1 (centres undefined)
  . | 2 | -1.4 | 0.1 | 1.9 | i | 22 | 0.7 | 8
CCC1Oc2ccccc2N(CC(=O)NCc2ccco2)C1=O (centres undefined)
  -0.6 | -1 | -3.8 | -1.0 | 1.5 | -1.6 | 7 | . | -10
CCOC(=O)C1(Cc2cccc(F)c2)CCN(CC(O)CO)CC1 (centres undefined)
  -0.5 | 2 | -2.9 | -0.2 | 2.2 | -0.3 | -1 | -0.9 | 2
C=CCn1c(N)c(C(=O)Nc2cccc(C)c2)c2nc3ccccc3nc21
  . | 8 | -6.1 | 4.7 | -0.9 | i | 22 | -0.9 | 22
CCCCCC(=O)Nc1ccc(C(=O)N/N=C/c2ccc([N+](=O)[O-])cc2)cc1
  -1.4 | 1 | -3.2 | -1.8 | -1.1 | -0.2 | -2 | -1.4 | 6
COc1ccc(CN2Cc3cnnn3-c3ccccc3C2c2ccccc2)cc1 (centres undefined)
  -1.2 | 7 | -0.8 | 5.0 | . | 0.0 | 1 | -2.6 | 9
c1ccc(-n2c(Sc3cnccn3)nnc2-c2cccs2)cc1
  . | -3 | -1.5 | 0.2 | 0.8 | 1.4 | 1 | . | 2
C/C=C/c1ccc(OCC(=O)OCc2csc(Nc3ccc(C)cc3)n2)c(OC)c1
  1.1 | -2 | -2.1 | -1.4 | 1.2 | i | 6 | . | 4
O=C(C1CCCO1)N(Cc1ccccc1)c1ccccc1 (centres undefined)
  1.5 | 1 | 0.0 | 8.1 | -0.4 | -0.2 | 5 | . | 13
NCC1C2CCC(O2)C1CO (centres undefined)
  0.6 | 2 | -2.9 | . | . | -3.1 | -7 | . | 2

From PubChem
